CHRM4 antagonist: antagonists of human muscarinic M4 receptor (CHRM4); P08173; CHO-hM4 cells, ACh EC80, Fluo-8 calcium fluorescence; inhibition, % at 3 µM; actives 0.73% (n = 360,000);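 active = inhibition above its plate's cutoff, the mean inhibition of sample wells plus 3 SD, cut at about 27% in these data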;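 also: 0% = acetylcholine EC80 with DMSO and 100% = DMSO without agonist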
Target sequence (P08173 whole entry, looked up): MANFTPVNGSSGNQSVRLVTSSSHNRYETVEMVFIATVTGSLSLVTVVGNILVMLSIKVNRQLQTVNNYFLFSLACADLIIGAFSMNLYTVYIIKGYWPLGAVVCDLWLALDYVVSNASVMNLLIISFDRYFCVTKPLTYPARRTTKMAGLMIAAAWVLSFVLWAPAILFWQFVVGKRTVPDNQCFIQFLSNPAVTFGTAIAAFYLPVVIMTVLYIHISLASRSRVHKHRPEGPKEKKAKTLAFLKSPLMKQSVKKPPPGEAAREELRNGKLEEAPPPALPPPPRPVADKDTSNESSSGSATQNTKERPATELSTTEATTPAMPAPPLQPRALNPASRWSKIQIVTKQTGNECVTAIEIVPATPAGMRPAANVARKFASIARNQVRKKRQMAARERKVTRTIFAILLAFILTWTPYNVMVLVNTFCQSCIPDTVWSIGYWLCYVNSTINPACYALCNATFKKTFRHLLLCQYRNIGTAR
M1 PAM: human CHRM1 positive allosteric modulation. CHO-K1 hM1, Fluo-8 calcium fluorescence, ACh EC20; 0% = ACh EC20, 100% = maximal ACh. activation, % at 3 µM. actives 0.088% (n = 360,000); in the data active = activation above about 19%, passing the limit was not always enough
M1 ag parental: M1 agonist counterscreen hit in parental CHO-K1 cells. activation, % at 3 µM. Fluo-8 calcium fluorescence; scaled to maximal ATP response, vehicle zero. actives 0.48% (n = 360,000). AID 602248; in the data active = activation above about 15%;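 also: untransfected CHO-K1 host cells lacking M1 receptor as counterscreen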
CHRM4 agonist: CHRM4 agonism in calcium assay; P08173; CHO-K1 hM4/Gqi5, Fluo-8 calcium fluorescence; vehicle 0%, full acetylcholine response 100%; activation, % at 3 µM; actives 0.14% (n = 360,000); AID 624127;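 active = activation above the run mean over all test wells plus 3 SD, cut at about 32% in these data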;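 also: peak over basal fluorescence ratio per well then scaled between controls; 0% = DMSO wells and 100% = acetylcholine at EC100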
CHO-K1 Ca antag: counter-screen for M1 antagonists: effect in parental CHO-K1 cells | ATP-induced calcium, Fluo-8 fluorescence | inhibition, % at 3 µM | actives 0.6% (n = 360,000) | AID 602250;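 active = inhibition above a per-plate cutoff, the plate's mean sample inhibition plus 3 SD, cut at about 24% in these data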;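 also: 0% = DMSO plus EC80 ATP and 100% = DMSO alone without ATP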
CHRM1 agonist: human M1 muscarinic receptor agonism; CHO-K1 hM1, Fluo-8 calcium fluorescence, agonist mode; 0% DMSO, 100% acetylcholine EC100; actives 0.33% (n = 360,000); AID 588814; activation, % at 3 µM;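 active = activation above the run's mean compound activation plus 3 SD, cut at about 16% in these data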;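 also: peak over basal fluorescence ratio within a 140 s kinetic read after compound addition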
CHO parental Ca: counter-screen: ATP calcium response change in parental CHO cells; parental CHO-K1, ATP-induced calcium, Fluo-8 fluorescence; inhibition, % at 5.6 µM; actives 0.63% (n = 330,000); AID 463079;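 active = inhibition above that plate's mean sample inhibition plus 3 SD, cut at about 26% in these data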;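 also: 0% = ATP-challenged DMSO wells and 100% = DMSO wells without ATP; some compounds past the cut are filed as inactive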
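Test system: parental CHO cells; detection: calcium-sensitive Fluo-8 fluorescence; evaluation: percent inhibition of calcium signal; also added: ATP as calcium-mobilizing challenge; repeats: one well per compound; control set: ATP-challenged DMSO wells low, unchallenged DMSO wells high; compound: single nominal dose of 5.6 µM per compound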
OXTR potentiator: human OXTR potentiation; P30559; CHO-OTR cells, Fluo-8 calcium fluorescence, potentiator mode; 0% = oxytocin EC15, 100% = EC100; activation, % at 3 µM; actives 0.061% (n = 320,000); AID 2445;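 active = activation above that plate's cutoff, the mean activation of tested compounds plus 3 SD, cut at about 6.6% in these data, passing the limit was not always enough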;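 also: 100% uses oxytocin at 75 nM as the full agonist control; some results filed as inactive read as strong as hits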
Target sequence (P30559 whole entry, looked up): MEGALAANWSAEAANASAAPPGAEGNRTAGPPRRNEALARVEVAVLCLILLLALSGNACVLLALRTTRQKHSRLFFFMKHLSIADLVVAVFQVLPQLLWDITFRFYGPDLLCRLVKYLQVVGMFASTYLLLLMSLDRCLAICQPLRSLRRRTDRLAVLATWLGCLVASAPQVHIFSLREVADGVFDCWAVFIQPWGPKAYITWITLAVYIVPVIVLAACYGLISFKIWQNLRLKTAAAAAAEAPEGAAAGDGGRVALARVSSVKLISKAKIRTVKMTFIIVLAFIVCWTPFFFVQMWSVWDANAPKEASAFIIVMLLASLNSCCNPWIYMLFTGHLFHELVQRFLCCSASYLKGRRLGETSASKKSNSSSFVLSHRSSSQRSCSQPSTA
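test system = CHO-OTR cells, human receptor | compound = single-point 3.0 µM | schedule = 6 min compound pre-incubation at room temperature, 100 s kinetic read | signal = Fluo-8 no-wash calcium dye fluorescence, excitation 470-495 nm, emission 515-575 nm | repeats = single well per compound, singlicate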
CHRM1 antagonist: antagonists of human M1 muscarinic receptor; P11229; CHO-K1 hM1, Fluo-8 calcium fluorescence, ACh EC80 antagonist; inhibition, % at 3 µM; actives 1.3% (n = 360,000); AID 588852;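 active = percent inhibition above its own plate's cutoff, namely the mean of that plate's compound wells plus 3 SD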;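 also: peak over basal fluorescence ratio during 140 s after agonist addition; 0% = ACh EC80 plus DMSO and 100% = DMSO alone without agonist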
Starred values were filed as active, the others as inactive; . = not tested or not shown.

Structure	M1 ag parental	CHRM4 agonist	M1 PAM	CHO-K1 Ca antag	CHRM1 antagonist	CHRM4 antagonist	CHO parental Ca	OXTR potentiator	CHRM1 agonist
FC(F)(F)c1cccc(NC(=S)N2CCN(c3ccccn3)CC2)c1	4.4	6	4	-8	-7	-9	-18	-10	-6
Cc1cc(NC(=O)CSc2nnc(-c3ccncc3)n2-c2ccccc2)no1	0.8	0	4	-17	-1	0	-7	-21	-5
COc1cc(S(=O)(=O)Nc2cccc(C)c2)ccc1NC(=O)c1cccnc1	1.6	2	2	-7	-7	-11	-9	-9	-9
CCOc1ccc(CCNC(=O)C2CC(=O)N(Cc3ccc(OC)cc3)C2)cc1OCC (stereo not given)	0.0	2	1	3	4	0	-21	0	-1
CCOC(=O)c1c(C)[nH]c(C)c1C(=O)COC(=O)c1ccc([N+](=O)[O-])s1	1.1	3	5	-11	-6	10	-20	-8	-5
CCCCCCN1CCN(C2CN(Cc3cn(CCCC(=O)OC)nn3)S(=O)(=O)C2)CC1 (stereo not given)	-0.3	0	.	-5	.	-10	.	.	.
O=C(NNC(=O)C1CC1)c1cc(=O)[nH]c2ccccc12	0.0	1	16	4	-15	-10	-6	2	2
O=C(NCCCN1CCOCC1)c1cccc(S(=O)(=O)N2CCN(c3ccccc3)CC2)c1	0.8	1	0	5	0	-5	-14	-5	-7
Cc1nc2nc[nH]n2c(=O)c1CC(=O)O	0.3	1	-6	-3	5	-4	-16	3	-3
CC(c1n[nH]c(=S)n1-c1ccc(F)cc1)N1CCCCC1 (stereo not given)	2.5	0	9	-10	-12	1	-6	1	-3
CCOC(=O)C1CCCN(C(=S)Nc2ccc(Nc3ccccc3)cc2)C1 (stereo not given)	0.0	5	-26	4	80*	16	-18	-16	78*
Cc1cc(=O)c2ccc(C(F)(F)F)cc2[nH]1	0.2	1	0	-1	0	4	-7	-1	0
CCc1ccc(N2C(=O)CC(Cn3nc(C)cc3C)C2=O)cc1 (stereo not given)	-0.3	0	4	-7	-4	-17	-26	-1	-4
COc1ccc(S(=O)(=O)NCCc2ccco2)cc1OC	1.9	1	8	-21	-19	3	-13	-4	-3
CCC(Oc1ccccc1)C(=O)Nc1ccccc1N1CCCCC1 (stereo not given)	0.7	-2	-2	-17	-3	0	-38	-10	-4
CC1(C2CC2)NC(=O)N(CC(=O)N2CCN(c3ccc(F)cc3)CC2)C1=O (stereo not given)	5.8	0	5	0	-4	-9	.	.	0
Cc1ccc(C(C(=O)NC(C)(C)C)N(CCCN2CCOCC2)C(=O)c2ccc(-c3ccccc3)[nH]2)o1 (stereo not given)	1.0	2	7	-5	-7	0	-25	-14	-3
O=C(CSc1ccc(-c2cccnc2)nn1)N1CCCC1	0.9	1	6	-3	-1	5	-8	4	-5
Cc1cc(C)nc(N/N=C/C=C/c2ccccc2)n1	0.3	1	6	-2	-6	6	-8	-6	-8
O=C(C1=C[C@@H](C2CCCCC2)C[C@@H](OCCCCO)O1)N1CCOCC1	2.0	3	15	-14	-16	-10	3	-3	-3
Cc1c(NC(=O)COc2ccc(C(C)C)cc2)c(=O)n(-c2ccccc2)n1C	-0.3	0	9	-8	-9	-5	-3	-5	-7
COc1ccc(Oc2ccccc2C=O)cc1	0.1	0	5	-10	-9	5	3	-4	-5
COC(=O)c1ccsc1NC(=O)CCc1ccccc1	-0.5	1	-6	6	13	6	-18	-13	0
CCc1ccc(OC(C)C(=O)Nc2ccccc2C(=O)N2CCOCC2)cc1 (stereo not given)	2.9	5	16	-6	-14	-2	-8	-6	3
CCNc1oc(-c2ccccc2F)nc1S(=O)(=O)c1ccccc1	-0.4	0	8	-1	-7	-1	-1	1	-2
O=C(NCC1CCCO1)C(c1cccs1)N(C(=O)Cn1nnc(-c2cccs2)n1)C1CCCC1 (stereo not given)	-0.5	1	12	8	-8	-7	-20	-12	0
C/C=C/Cn1c(SCc2ccccc2)nc2c1c(=O)[nH]c(=O)n2C	0.7	2	-8	2	12	-5	-4	-11	-10
C=CCn1c(N)cc(=O)nc1SC(C)C(=O)Nc1cccc2ccccc12 (stereo not given)	0.4	0	-1	-6	11	0	-15	-10	-5
CC(=O)Nc1ccc(S(=O)(=O)N2CCN(c3cc(C)nc4ncnn34)CC2)cc1	1.1	0	-5	-10	6	2	1	-8	-2
COc1ccc(-c2csc(C(C)(O)c3ccc(F)c(F)c3)n2)cc1 (stereo not given)	1.3	5	-10	-9	9	9	.	.	-6

Two entries from above, with values under each structure:
The line under a structure holds: M1 ag parental	CHRM4 agonist	M1 PAM	CHO-K1 Ca antag	CHRM1 antagonist	CHRM4 antagonist	CHO parental Ca	OXTR potentiator	CHRM1 agonist
> O=C(NNC(=O)C1CC1)c1cc(=O)[nH]c2ccccc12
    0.0	1	16	4	-15	-10	-6	2	2
> COc1cc(S(=O)(=O)Nc2cccc(C)c2)ccc1NC(=O)c1cccnc1
    1.6	2	2	-7	-7	-11	-9	-9	-9

(further entries)
Structure	M1 ag parental	CHRM4 agonist	M1 PAM	CHO-K1 Ca antag	CHRM1 antagonist	CHRM4 antagonist	CHO parental Ca	OXTR potentiator	CHRM1 agonist
O=C(Nc1cccc(Br)c1)C1CC(=O)N(C2CCCC2)C1 (stereo not given)	0.4	0	12	-16	-17	3	.	.	-1
O=C(CN1C(=O)c2cccc3cccc1c23)NCc1ccccn1	0.1	0	3	11	4	-3	-7	-10	-2
Cc1ccc(C(C)C)c(OCC(=O)NNC(=O)C2CSC3(C)CCC(=O)N23)c1 (stereo not given)	2.7	5	10	-6	-10	-10	.	.	-2
O=C(NC1CCCCC1)C1CCCN1S(=O)(=O)c1cccc2nsnc12 (stereo not given)	0.4	2	4	-13	8	-2	0	2	-4
O=C(c1cc(COc2ccc(F)cc2Cl)on1)N1CCC(c2ccncc2)CC1	10	12	-4	2	10	0	7	-12	-5
COc1cc(N)c2ncsc2c1	1.4	3	17	2	-15	-14	.	.	3
CCn1c(/C=C/c2cc(Br)ccc2O)nc2ccccc2c1=O	2.4	3	3	-4	0	-4	-19	-9	2
O=C(C1CCCN(S(=O)(=O)c2cccc3nonc23)C1)N1CCC(Cc2ccccc2)CC1 (stereo not given)	0.6	1	7	-4	-30	-4	-20	-5	-1
CCCc1cc(-c2nc(-c3ccc(C)cc3)cs2)ccn1	1.3	-1	1	-12	-10	-28	-15	-14	-11
CCSc1sc(CC)cc1C=O	-0.3	0	-7	15	8	5	-11	-10	-3
OCCC1CN(Cc2ccon2)CCN1Cc1ccc(F)c(F)c1 (stereo not given)	1.1	1	6	-14	-3	2	-4	-5	-5
O=C1c2cccnc2C(Nc2ccccc2)N1Cc1ccco1 (stereo not given)	0.2	1	0	-8	1	-19	-15	-14	-4
COc1ccc(CC(=O)NCc2nnc(SCC(=O)N3CCN(c4ccccc4)CC3)n2C)cc1	1.0	0	9	-6	-10	-4	.	.	-2
Cc1cccc(-n2cnc3cc(C(=O)N4CCCCC4)ccc32)c1	1.2	0	4	-7	0	1	-19	-11	-6
Cc1ccccc1NC(=O)C1CCN(S(=O)(=O)c2cccc3nonc23)CC1	2.5	3	9	-13	-7	-1	-7	-3	-4
COCCNC(=O)C1CCCN(C(=O)c2cc(-c3cccs3)oc2C)CC1 (stereo not given)	0.4	-1	3	-11	-11	2	.	.	-3
O=C(Nc1cccn2ncnc12)c1cccc(C(F)(F)F)c1	0.3	0	16	4	-9	1	-6	1	-13
Cc1ccc(OCC(=O)N/N=C/c2cccn2C)cc1	0.2	0	2	-15	-27	-2	-5	-7	-3

7 records picked at random from those above, as already listed:
Structure	M1 ag parental	CHRM4 agonist	M1 PAM	CHO-K1 Ca antag	CHRM1 antagonist	CHRM4 antagonist	CHO parental Ca	OXTR potentiator	CHRM1 agonist
OCCC1CN(Cc2ccon2)CCN1Cc1ccc(F)c(F)c1 (stereo not given)	1.1	1	6	-14	-3	2	-4	-5	-5
O=C(NC1CCCCC1)C1CCCN1S(=O)(=O)c1cccc2nsnc12 (stereo not given)	0.4	2	4	-13	8	-2	0	2	-4
COCCNC(=O)C1CCCN(C(=O)c2cc(-c3cccs3)oc2C)CC1 (stereo not given)	0.4	-1	3	-11	-11	2	.	.	-3
O=C(C1CCCN(S(=O)(=O)c2cccc3nonc23)C1)N1CCC(Cc2ccccc2)CC1 (stereo not given)	0.6	1	7	-4	-30	-4	-20	-5	-1
CCSc1sc(CC)cc1C=O	-0.3	0	-7	15	8	5	-11	-10	-3
COc1cc(N)c2ncsc2c1	1.4	3	17	2	-15	-14	.	.	3
O=C(CN1C(=O)c2cccc3cccc1c23)NCc1ccccn1	0.1	0	3	11	4	-3	-7	-10	-2
